Compound activity: PubChem, several laboratories
PPARg SRC3 recr = promotes SRC-3 coactivator recruitment by human PPARgamma; P37231; biochemical PPARgamma/SRC-3 coactivator recruitment assay; activation, % at 8 µM; 200,000 compounds, 0.26% hits; AID 731; in the data active means activation above about 23%;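 further: 0% = DMSO and 100% = reference agonist; some compounds past the cut are filed as inactive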
TR-FRET SRC-2 ct = flags TR-FRET format artefacts in PPARgamma SRC-2 recruitment agonist screen; 200,000 compounds, 0.4% hits; TR-FRET artefact counter-screen; active compounds read high; TR-FRET ratio at 8 µM; AID 1049; in the data active means TR-FRET ratio above about 2000; further: inactives centre near 1500; reference of the scale not given here
PPARg SRC2 recr = promotes SRC-2 coactivator recruitment by human PPARgamma | PPARgamma LBD-SRC-2 recruitment, biochemical | activation, % at 8 µM | 200,000 compounds, 0.34% hits | AID 1032; in the data active means activation above about 22%;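 further: 0% = vehicle and 100% = reference agonist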
S1P3 antagonist = S1P3 (human) receptor antagonism | Q99500 | CHO S1P3 NFAT-BLA reporter, FRET fluorescence, antagonist mode | inhibition, % at 4.98 µM | 170,000 compounds, 0.27% hits | AID 485;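 active means inhibition above the plate cutoff, the mean inhibition of test wells on that plate plus 3 SD, cut at about 28% in these data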;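 further: cells challenged with S1P at its EC80 of 0.8 µM; blue over green emission ratio from cleaved BLA substrate after 4 h stimulation; 0% = S1P-stimulated wells and 100% = unstimulated DMSO-only wells; some compounds past the cut are filed as inactive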
PPARg SRC-1 ag = agonists of human PPARgamma SRC-1 coactivator recruitment | P37231 | PPARgamma-SRC-1 coactivator recruitment biochemical assay | activation, % at 8 µM | 200,000 compounds, 0.41% hits | AID 631; in the data active means activation above about 19%;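 further: 0% = DMSO and 100% = reference agonist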
L major viab = reduces viability of Leishmania major promastigotes; resazurin fluorescence viability; 200,000 compounds, 9% hits; inhibition, % at 10 µM; in the data active means inhibition above about 50%;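 further: promastigotes grown with compound for 44 hours at 28 °C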
bIAP activator = increases bovine intestinal alkaline phosphatase activity. activation factor at 20 µM. 200,000 compounds, 0.17% hits. AID 1016. purified bovine IAP, CDP-star luminescence, 30 min; active compounds read high; fold of DMSO-control signal, blank-subtracted;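 active means activation factor of 2 or more at 20 µM, a signal rise over negative controls twice the positive control's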
ROMK mod = modulates human ROMK potassium channel activity; P48048; Tet-inducible ROMK, thallium flux fluorescence; actives lie on both sides; B-score at 10 µM; 130,000 compounds, 2% hits; AID 1918;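 active means signal ratio slope over the read window, or its plate-corrected B-score, at least 3 SD from the plate mean, either direction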;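 further: B-score of the F/F0 ratio slope over 7 to 12 s after thallium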
TLR4-MyD88 BLA = blocks binding of human TLR4 to MyD88; 200,000 compounds, 0.18% hits; inhibition, % at 8.4 µM; O00206+Q99836; HeLa CL3-4 TLR4/MyD88 BLA complementation, FRET ratio; in the data active means inhibition above about 25%;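 further: 0% = vehicle and 100% = reference inhibitor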
Target sequence (O00206 whole entry, looked up): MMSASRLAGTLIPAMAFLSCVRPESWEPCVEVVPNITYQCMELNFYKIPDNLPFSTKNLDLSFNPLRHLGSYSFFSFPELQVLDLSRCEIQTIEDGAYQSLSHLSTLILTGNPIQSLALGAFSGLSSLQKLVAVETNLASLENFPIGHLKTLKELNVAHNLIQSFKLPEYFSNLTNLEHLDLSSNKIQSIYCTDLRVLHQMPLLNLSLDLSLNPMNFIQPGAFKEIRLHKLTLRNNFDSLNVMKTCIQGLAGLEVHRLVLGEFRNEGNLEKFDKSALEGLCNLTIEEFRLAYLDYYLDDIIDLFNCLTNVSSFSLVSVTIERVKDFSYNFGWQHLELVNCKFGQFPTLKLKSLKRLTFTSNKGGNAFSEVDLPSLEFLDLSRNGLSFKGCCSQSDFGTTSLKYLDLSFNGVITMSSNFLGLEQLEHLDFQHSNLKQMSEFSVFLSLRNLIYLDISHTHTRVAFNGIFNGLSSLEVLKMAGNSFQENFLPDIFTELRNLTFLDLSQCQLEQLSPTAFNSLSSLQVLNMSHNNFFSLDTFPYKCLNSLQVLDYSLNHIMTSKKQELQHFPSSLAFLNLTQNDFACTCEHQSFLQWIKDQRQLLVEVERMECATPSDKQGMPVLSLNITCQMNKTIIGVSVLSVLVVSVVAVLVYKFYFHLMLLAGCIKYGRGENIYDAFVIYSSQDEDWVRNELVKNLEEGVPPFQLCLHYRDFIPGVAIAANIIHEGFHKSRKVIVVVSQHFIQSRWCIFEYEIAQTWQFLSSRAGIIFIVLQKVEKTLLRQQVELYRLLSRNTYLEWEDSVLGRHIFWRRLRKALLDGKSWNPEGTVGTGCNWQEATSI
Target sequence (Q99836 whole entry, looked up): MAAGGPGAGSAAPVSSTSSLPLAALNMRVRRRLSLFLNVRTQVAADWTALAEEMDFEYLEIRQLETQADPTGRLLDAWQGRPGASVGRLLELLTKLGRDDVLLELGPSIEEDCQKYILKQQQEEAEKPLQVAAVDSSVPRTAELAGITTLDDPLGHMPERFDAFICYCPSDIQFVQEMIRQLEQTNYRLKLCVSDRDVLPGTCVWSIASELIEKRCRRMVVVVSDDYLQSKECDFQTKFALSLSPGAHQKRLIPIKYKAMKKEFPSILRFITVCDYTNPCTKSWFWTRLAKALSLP
bIAP inhibitor = intestinal alkaline phosphatase (bovine) inhibition; purified bovine IAP, CDP-star luminescence, 30 min; 190,000 tested, under 10 active; AID 1019; inhibition, % at 20 µM;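 active means over 50% inhibition of intestinal alkaline phosphatase at 20 µM in the single-dose screen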
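Incubation: 30 min reaction at room temperature / Material: purified bovine intestinal alkaline phosphatase (IAP) enzyme / Input: enzyme at 1/65,000,000 dilution / Dosing: 20 µM single dose / Signal: CDP-star luminescence signal / Reagent: CDP-star chemiluminescent phosphatase substrate, 30 µM final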
DTT redox prof = compounds producing H2O2 with reducing agent – biochemical, NIH compound library profiling, artefact control for MLSCN library redox annotation, primary screen | 200,000 compounds, 0.03% hits | DTT-dependent redox cycling H2O2, phenol red/HRP absorbance; 100% = 100 µM peroxide control, 0% = buffer | AID 878 | activation, % at 10 µM;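 active means activation of at least 50% relative to the plate's high and low controls in the primary single-dose screen; inactive means activation below 50%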;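 further: compound incubated with DTT at 0.8 mM final as the reducing agent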
* hit, by the source's call; / = not tested or not shown.

Preview, 2 compounds:
SMILES	PPARg SRC3 recr	TR-FRET SRC-2 ct	PPARg SRC2 recr	S1P3 antagonist	PPARg SRC-1 ag	L major viab	bIAP activator	ROMK mod	TLR4-MyD88 BLA	bIAP inhibitor	DTT redox prof
NC(=O)c1ccccc1N/C=C/C(=O)c1ccc(Cl)cc1Cl	10	1662	0	/	4	86*	1	/	-3	-1	-3.2
Cc1ccc2nc(-c3cccc(NS(C)(=O)=O)c3)cc(-c3ccccc3)c2c1	0	1670	3	10	3	20	1	/	7	2	0.1

The whole of this part, repeating the preview:
SMILES	PPARg SRC3 recr	TR-FRET SRC-2 ct	PPARg SRC2 recr	S1P3 antagonist	PPARg SRC-1 ag	L major viab	bIAP activator	ROMK mod	TLR4-MyD88 BLA	bIAP inhibitor	DTT redox prof
NC(=O)c1ccccc1N/C=C/C(=O)c1ccc(Cl)cc1Cl	10	1662	0	/	4	86*	1	/	-3	-1	-3.2
Cc1ccc2nc(-c3cccc(NS(C)(=O)=O)c3)cc(-c3ccccc3)c2c1	0	1670	3	10	3	20	1	/	7	2	0.1
COc1ccc(CCCC(=O)O)c(C)c1	2	1414	-3	-4	-5	-7	1	/	8	4	3.2
CC(=O)Cc1nsc(NC(=O)c2ccc(-c3cccc(C(F)(F)F)c3)o2)n1	12	1532	17	-8	5	-8	0.9	/	0	11	-1.6
CCOC(=O)C1=C(CN2CC(C)CC(C)C2)NC(=O)NC1c1ccc2c(c1)OCO2 (stereo not drawn)	3	1507	7	-8	2	33	0.8	/	4	18	-0.9
C#CCOCCOCCOCCNc1nc(N2CCN(C(=O)[C@H](CCCCN)n3cc([C@@H](N)CC(C)C)nn3)CC2)nc(N2CCN(C(=O)[C@H](Cc3ccc(O)cc3)n3cc([C@@H](N)CC(C)C)nn3)CC2)n1	-3	1577	-1	-19	7	-11	1.1	/	-17	-13	-1.1
Cc1oc2nc(SCC(=O)N3CCCCC3)nc(N)c2c1C	-2	1752	7	-28	1	2	1	0.013	-1	0	-0.2
Cc1nn(Cc2ccccc2Cl)c(Cl)c1C(=O)NCCc1ccccc1	1	1423	-4	-7	-10	4	1	0.5	10	4	0.2
CCOCCCNC(=O)CN1C(=O)/C(=C/c2ccccc2C)Sc2ccccc21	-4	1471	-3	-14	-6	11	1	1.1	-1	-4	-0.6
Cc1cccc(C)c1NC(=O)CCCCCC1NC(=O)NC1C (stereo not drawn)	0	1687	3	-16	8	-2	1	0.071	-2	-4	-1.4
COc1ccccc1CNC(=O)CSC1=NCCS1	0	1546	1	1	-9	1	0.9	-0.28	-17	13	-1.8
CCOC(=O)C1=C(Cc2ccc(OC)cc2)C(=O)c2ccccc2C1=O	11	1518	4	/	-1	24	0.9	/	10	13	-3.4
Cn1ncc(C(N)=O)c1NC(=S)NC(=O)c1ccc(Br)o1	-4	1373	-1	-15	-4	1	0.8	1*	-1	18	-2.0
Cc1cc(C)c2c(-n3cccc3)c(C(=O)O)sc2n1	6	1595	12	-14	4	0	1	-0.002	-5	0	-2.4
Cc1ccc2c(c1)NC(=O)C(CC(=O)NCCCN1CCCC1)O2 (stereo not drawn)	1	1428	-8	5	0	-6	1	/	1	2	-0.4
COCCCn1c2nc3ccccc3nc2c2c(=O)n(CC3CCCO3)cnc21 (stereo not drawn)	-3	1423	-3	/	0	16	1	-0.36	3	1	-0.9
CCOc1ccc(S(=O)(=O)n2cnc3cc(C)c(C)cc32)cc1	10	1508	6	1	15	15	1	/	-4	4	0.0
Cc1ccccc1C1(CCN2CCCCC2)CCOC(C)(C)C1 (stereo not drawn)	6	1541	8	4	7	-3	0.9	-1.1	17	6	-0.6
CCOc1cc(N2CCOCC2)c(OCC)cc1NC(=O)c1ccco1	1	1629	2	12	8	-6	1	1.2	-10	5	0.6
COc1ccc(CN(CC2CCCO2)C(=O)c2cc3ccccc3oc2=O)cc1 (stereo not drawn)	-1	1554	2	-23	7	-3	1.1	-0.21	-4	-6	-0.8
CCN1CCN(c2cc3nc(C)n(Cc4ccccc4)c(=O)c3cc2NC(=O)c2ccccc2F)CC1	1	1658	6	-17	4	98*	1.1	0.26	-3	-9	0.1
Cc1ccccc1-c1nn[nH]n1	7	1436	9	/	3	-6	0.9	0.79	4	15	0.1
Cc1cc(NC(=O)c2cc(C(C)C)on2)no1	-6	1548	-5	-13	3	-3	1	/	9	0	1.0
Cc1[nH]c2ccccc2c1CN1CCC(CO)(Cc2ccccc2)CC1	-1	1369	1	2	-3	4	1	-1.5	7	4	-0.5
COc1ccc(CCNC2CC(=O)N(C3CCCCC3)C2=O)cc1OC (stereo not drawn)	7	1586	8	-26	-5	-5	1	0.26	-2	0	-0.9
C=CCn1c(Cc2cccc3ccccc23)n[nH]c1=S	5	1494	-1	-12	2	-9	1	-0.5	-3	0	-0.2
O=C(CNC(=S)N(CCCN1CCOCC1)Cc1cccs1)NC1CCCC1	1	1683	9	-7	4	-14	1.1	0.013	11	-8	-2.9
COc1c(C)cc(Br)cc1C(=O)Nc1cccc(-c2nc3ncccc3o2)c1	10	1735	6	12	2	5	0.9	/	-4	11	-0.9
Cc1cc(C)nc(N2CCC(C(=O)NCc3ccco3)CC2)n1	20	1723	8	-20	0	-1	1	1	-7	-3	-0.2
COC(=O)c1ccc(COc2ccc(/C=N/O)cc2)o1	-3	1479	2	-3	0	8	1.1	/	0	-14	-0.1
CC1(C)CC(=O)C(C=NCCN2CCN(CCCCS(=O)(=O)O)CC2)=C(O)C1	2	1615	8	-15	5	-4	1	0.0078	6	3	0.7
COc1cc(CCC(=O)OCC(=O)Nc2ccccc2OC(F)F)cc(OC)c1OC	-2	1530	4	-14	0	12	1	-0.071	0	-4	-0.3
CC1CCCCN1C(=O)Cn1c(=O)n(C2CCCCC2)c(=O)c2ccccc21 (stereo not drawn)	3	1610	2	0	-2	14	1	/	-7	5	-0.7
O=C(Cc1ccc2c(c1)OCCO2)c1c(O)cc(O)cc1O	-1	1512	5	24	-3	-14	1.1	/	-9	-13	-1.2
O=C1NN(c2ccccc2)C(=O)/C1=C\c1cccc(OC(=O)c2cccs2)c1	7	1629	6	/	0	4	1	2.1	1	3	-0.4
CCOc1ccc(C(Nc2ccc(C)cc2)P2(=O)OCCC(C)O2)cc1 (stereo not drawn)	7	1608	4	/	6	0	0.9	/	-4	5	-1.2
O=C(C[n+]1cc(-c2ccccc2)n2c1CCC2)Nc1nc(-c2ccc(F)cc2)cs1	-4	1420	8	-13	2	-7	0.7	/	-6	27	0.8
CCN(CC)CCN(C(=O)c1ccc(Br)s1)c1nc2cc3c(cc2s1)OCO3	0	1589	8	4	1	-4	0.9	0.85	-5	11	0.0
S=C(NCCc1ccccc1)NCC1CCCO1 (stereo not drawn)	-2	1502	-1	29*	-4	-2	0.9	-0.36	-13	7	-0.2
Nn1c(SCc2ccc(Br)cc2)nnc1-c1ccncc1	-2	1559	3	-9	-1	5	1	0.16	-4	1	-0.4
O=C(c1ccc(Cl)cc1)N1CCC(O)(CSc2ccc(Cl)cc2Cl)CC1	0	1706	-2	/	6	5	1	/	-8	0	-1.0
CCOc1ccc(CNC(=O)c2ccc(Sc3ccc(C)cc3)c(NC(C)=O)c2)cc1	5	1405	-7	-2	-6	94*	0.9	-0.83	2	9	0.2
Cc1ncn(C23CC4CC(CC(C4)C2)C3)n1	-2	1509	-5	-6	1	11	1	0.72	-7	-5	0.3
O=C(Nc1cccc(Cl)c1)C1C2CCC3C(CCC21)C3(Cl)Cl (stereo not drawn)	-2	1398	-5	-4	-3	16	0.9	/	3	14	2.4
CCCOc1ccc(-c2nc(OCC)c3ccccc3n2)cc1	-1	1530	-2	/	6	-3	0.9	-0.04	-12	15	0.4
CC(=O)c1cccc(NC(=O)NC2CCCc3ccccc32)c1 (stereo not drawn)	4	1608	0	-4	3	13	1	0.52	4	0	0.4
O=C1COc2ccc(C(=O)COC(=O)CCc3ccc(S(=O)(=O)N4CCOCC4)cc3)cc2N1	-3	1356	3	-8	-1	6	1.1	2.5	8	-6	4.6
COCCn1c(-c2ccccc2)cnc1N	5	1441	-5	/	9	1	0.9	/	8	7	1.8
CCOn1c(=O)c(=O)n(O)c2ccccc21	6	1530	5	9	-1	-3	1	1.4	3	5	-0.8
CS(=O)(=O)n1nc(-c2ccc(Cl)cc2)nc1N	8	1488	6	-12	8	-4	1	-0.3	0	2	-0.7
COc1ccc(N2C(=O)NC3CC2(C)Oc2ccc(Br)cc23)cc1OC (stereo not drawn)	-12	1725	4	-18	-2	2	1	0.34	-9	2	-1.5
c1ccc(Oc2nc(NCc3ccco3)nc(NCc3ccco3)n2)cc1	13	1245	-2	24	-2	13	1	/	-2	0	1.9
CCC(C)N(CC(=O)Nc1cccc(C)c1C)C(=O)CCl (stereo not drawn)	5	1724	4	-3	1	64*	1	-3.1	-6	4	-0.7
CCn1c(CNC(=O)c2ccco2)nnc1SCC(=O)Nc1cc(C(F)(F)F)ccc1Cl	-3	1501	4	0	2	-8	0.9	0.13	-2	6	-4.1
C/C(=N/NC(=O)c1ccccc1)C(=O)O	-3	1531	3	-3	-1	-14	1.1	1.2	1	-6	-0.1
C/C(=N\NC(=O)c1cccc(Cl)c1)C1C(=O)c2ccccc2C1=O	3	1355	3	1	0	97*	0.8	-1.4	5	23	-0.2
O=C(Nc1ncccn1)C1CCCN1S(=O)(=O)c1ccc(Cl)c(Cl)c1 (stereo not drawn)	3	1456	0	-31	1	-3	0.9	/	-18	7	0.4
CCOC(=O)c1cc(NC(=O)OC)c(C)nc1C	-4	1458	-6	/	-4	-5	0.9	-0.74	-1	12	0.4
CC(C)(C)OC(=O)N[C@@H](Cc1ccccc1)C(=O)N1CCC(C(=O)O)CC1	8	1576	5	/	2	0	1	/	16	1	2.2
COc1cc2sc(C)nc2c2sccc12	1	1529	3	6	4	-6	0.9	-1.8	-11	9	-0.5

Copied from the list:
In PPARg SRC2 recr, `COCCn1c(-c2ccccc2)cnc1N` shows -5
In L major viab, `O=C1COc2ccc(C(=O)COC(=O)CCc3ccc(S(=O)(=O)N4CCOCC4)cc3)cc2N1` shows 6

The results go on:
SMILES	PPARg SRC3 recr	TR-FRET SRC-2 ct	PPARg SRC2 recr	S1P3 antagonist	PPARg SRC-1 ag	L major viab	bIAP activator	ROMK mod	TLR4-MyD88 BLA	bIAP inhibitor	DTT redox prof
Cc1ccc(Oc2ccc(OCC(=O)OC3CCS(=O)(=O)C3)cc2)cc1 (stereo not drawn)	-12	1523	-1	/	3	-3	/	-0.35	4	/	1.0
O=C(Nc1ccc2nc(-c3ccco3)[nH]c2c1)c1cccs1	10	1523	4	-4	6	88*	1	/	-11	-4	2.3
COc1ccc(-n2c(COc3cccc4ccccc34)nnc2SCC(=O)NCc2ccco2)cc1	3	1496	10	/	0	98*	1	-1.1	1	1	0.0
Cc1nc(NCc2ccc3c(c2)OCO3)c2nnn(Cc3ccccc3)c2n1	5	1737	10	-6	9	-10	0.8	/	6	16	-2.8
O=C(N/N=C/c1ccccc1OCc1ccccc1)c1cccnc1	8	1543	5	4	7	75*	0.9	0.087	-18	5	-0.6
Cc1nn(-c2ccccc2)c(Cl)c1/C=C(\C#N)C(=O)NC(C)C	0	1399	-7	-11	3	100*	1.2	/	7	-20	-0.6
